Bioassay records from PubChem BioAssay.
KLK7 zymogen act – activates the human kallikrein-7 zymogen | P49862 | purified proKLK7, EDANS-DABCYL substrate fluorescence; 100% is mature enzyme control, 0% vehicle | activation, % at 7 µM | hit rate 0.9% among 370,000;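 active means activation above the mean of all tested compounds plus 3 SD, computed per campaign excluding outliers beyond control limits, cut at about 13% in these data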
Target sequence (P49862 whole entry, looked up): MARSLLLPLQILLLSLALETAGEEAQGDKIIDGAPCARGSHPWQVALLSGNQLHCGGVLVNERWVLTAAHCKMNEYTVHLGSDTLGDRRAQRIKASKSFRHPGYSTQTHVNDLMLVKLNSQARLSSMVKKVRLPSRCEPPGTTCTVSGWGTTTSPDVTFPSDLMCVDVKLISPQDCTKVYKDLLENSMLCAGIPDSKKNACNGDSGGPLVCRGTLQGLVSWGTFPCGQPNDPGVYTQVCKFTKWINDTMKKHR
LEDGF integ inh – blocks HIV-1 LEDGF/p75-dependent DNA integration; TR-FRET IN-LEDGF/p75 DNA integration, Eu/Cy5; inhibition, % at 3.7 µM; hit rate 0.64% among 370,000;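 active means inhibition above the screen-wide mean plus 3 SD, cut at about 13% in these data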;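 further: signal is the Cy5 over europium emission ratio at 671 and 618 nm; 0% = plate median of compound wells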
DDE Tn7 FP inh – DD(E)-Tn7 binding inhibition, primary FP screen; P02675; FP displacement of FITC-Tn7 peptide from fibrin DD(E); 0% = median of compound wells per plate; inhibition, % at 8.3 µM; hit rate 0.13% among 370,000; AID 720508;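 active means inhibition above the mean of compounds falling within the control limits plus 3 SD of them, cut at about 14% in these data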;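 further: 0% = plate median of compound wells and 100% = 10 µM Aha-Tn7 peptide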
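Assay system: human fibrin DD(E) protein / Input: 2 µM fibrin DD(E) / Benchmarks: high control of 10 µM Aha-Tn7 peptide / Measured by: fluorescence polarization of the labelled Tn7 tracer / Medium: Tris buffer with calcium and detergent, pH 7.8 / Timing: 10 min compound pre-incubation, 3 h probe incubation at room temperature / Repeats: one replicate per compound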
DDE Tn6 FP inh – disrupts Tn6 cyclic peptide binding to fibrin D-Dimer-E complex; P02675; Fibrin DD(E) TRITC-Tn6 fluorescence polarization displacement; inhibition, % at 8.3 µM; hit rate 0.21% among 370,000; AID 720509;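 active means inhibition above a per-campaign cutoff: mean of compounds within control limits plus 3 SD, cut at about 15% in these data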;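 further: 0% = median of all compound wells on the plate and 100% = blocking peptide control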
TCR-CD3 inh – blocks the human TCR-CD3 interaction. inhibition, % at 9.4 µM. hit rate 0.37% among 360,000. TAMRA-labeled TCR probe fluorescence, biochemical. AID 651800; in the data active means inhibition above about 19%;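 further: recombinant mutant TCR 2C K166C tagged with TAMRA read by polarization; 0% = receptor in buffer alone and 100% = receptor with positive control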
TDP2 absorb – blocks human TDP2 phosphodiesterase activity; AID 720702; hit rate 0.34% among 370,000; recombinant TDP2, T5PNP hydrolysis, p-nitrophenol absorbance 415 nm; inhibition, % at 12.8 µM;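 active means inhibition above the mean of all tested compounds plus 3 SD, set per campaign, cut at about 25% in these data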;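 further: 0% = DMSO with enzyme and 100% = buffer with substrate but no TDP2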
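Test system: human TDP2 enzyme; Input: 120 nM TDP2 per well; Buffer or medium: Mg2+-containing Tris-HCl buffer, pH 7.5; Reagent: 5 mM T5PNP; Dosing: 12.8 µM single point, 1% DMSO; Incubation: reaction 2 h, 37 °C; Detection: p-Nitrophenol epi absorbance; Read-out: % inhibition relative to enzyme-containing and enzyme-free wells; Replicates: single well per compound.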
PRMT1 FP inh – inhibitors of human PRMT1; recombinant PRMT1, activity-based probe fluorescence polarization; Q99873; hit rate 1.3% among 370,000; inhibition, % at 2.79 µM;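 active means inhibition above about 21% made by adding two undisclosed values, limit read from the data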
UHRF1 MBD2 ctr – blocks human UHRF1 binding to methylated DNA; Q96T88; UHRF1 binding to methylated oligo, TR-FRET; inhibition, % at 4.4 µM; hit rate 0.75% among 370,000; in the data active means inhibition above about 21%;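 further: UHRF1 SRA domain binding a hemimethylated CpG hairpin DNA probe; 0% = median of test compound wells and 100% = reference inhibitor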
Target sequence (Q96T88 whole entry, looked up, the tested form may be a part): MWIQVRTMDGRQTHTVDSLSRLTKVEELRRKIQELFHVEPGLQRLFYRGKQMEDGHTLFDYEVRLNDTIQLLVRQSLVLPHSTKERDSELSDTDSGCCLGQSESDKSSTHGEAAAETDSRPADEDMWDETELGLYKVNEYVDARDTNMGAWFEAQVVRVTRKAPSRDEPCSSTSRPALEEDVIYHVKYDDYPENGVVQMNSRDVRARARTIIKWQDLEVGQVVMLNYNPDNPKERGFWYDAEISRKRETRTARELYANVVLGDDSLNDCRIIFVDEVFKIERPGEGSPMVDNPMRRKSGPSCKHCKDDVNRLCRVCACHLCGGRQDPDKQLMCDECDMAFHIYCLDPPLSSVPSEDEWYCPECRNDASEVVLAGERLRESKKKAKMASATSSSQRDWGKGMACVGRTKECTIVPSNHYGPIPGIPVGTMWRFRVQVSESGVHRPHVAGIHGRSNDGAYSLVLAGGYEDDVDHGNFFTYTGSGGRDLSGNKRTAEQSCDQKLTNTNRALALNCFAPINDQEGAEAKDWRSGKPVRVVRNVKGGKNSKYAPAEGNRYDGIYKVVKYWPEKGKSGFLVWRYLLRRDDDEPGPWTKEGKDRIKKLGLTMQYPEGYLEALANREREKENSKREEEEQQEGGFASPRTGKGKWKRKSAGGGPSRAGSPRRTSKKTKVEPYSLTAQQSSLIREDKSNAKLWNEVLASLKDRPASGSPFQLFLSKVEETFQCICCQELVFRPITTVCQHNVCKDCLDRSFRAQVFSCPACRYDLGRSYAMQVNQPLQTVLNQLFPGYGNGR
SIAE inh – inhibitors of human sialic acid acetylesterase SIAE; SIAE FP-Rh probe binding, fluorescence polarization; inhibition, % at 9.66 µM; hit rate 0.69% among 370,000; AID 1053197; Q9HAT2;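 active means inhibition above a cutoff: mean of compounds within the control limits plus 3 SD of those, cut at about 17% in these data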;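 further: 0% = plate median of compound wells and 100% = probe without SIAE protein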
MBD2 inh – MBD2-methylated oligo binding inhibition; TR-FRET, MBD2 binding to methylated oligonucleotide; inhibition, % at 4.4 µM; hit rate 0.31% among 370,000; AID 686964; in the data active means inhibition above about 13%
An asterisk follows results filed as active; · = not tested or not shown. Random draw from the library. About 4.6% of those tested had a hit in this group.

KLK7 zymogen act | LEDGF integ inh | DDE Tn7 FP inh | DDE Tn6 FP inh | TCR-CD3 inh | TDP2 absorb | PRMT1 FP inh | UHRF1 MBD2 ctr | SIAE inh | MBD2 inh | SMILES
-0.5 | -1 | -1 | -7 | -2 | 1 | 1 | 0 | 17* | -5 | NC(=O)COC(=O)c1c2c(nc3ccccc13)CCCCC2
0.8 | 4 | -1 | 0 | -1 | 3 | -1 | -1 | 2 | -3 | C/C(=N\NC(=O)CN(c1ccccc1Br)S(C)(=O)=O)c1cccs1
-6.5 | 2 | -4 | -13 | -3 | -5 | -4 | -2 | 10 | -2 | COc1cc(/C=N/Nc2nc3ccccc3s2)ccc1O
0.1 | 3 | 1 | -3 | 3 | 3 | 0 | 18 | 2 | 5 | O=C(c1cccs1)N1CCN(S(=O)(=O)N2CCCCC2)CC1
0.3 | -1 | -1 | 7 | -10 | -3 | 1 | -4 | -4 | -5 | CC(C)(C)NC(=O)C(c1ccccn1)N(C(=O)c1ccc2c(c1)OCCO2)C1CCCC1 (stereo not given)
-0.2 | 1 | -4 | 6 | -6 | -15 | -4 | 1 | -6 | 0 | O=C(Oc1ccccc1)c1ccccc1C(=O)Oc1ccccc1
0.1 | 3 | -7 | 6 | 2 | -7 | -5 | -1 | 0 | -4 | Cc1nc(-c2noc(-c3cccc(Cl)c3)n2)c(C(F)(F)F)o1
-0.5 | -1 | 4 | 3 | 1 | -1 | 0 | 2 | 0 | 6 | O=C(NCCCn1ccnc1)C(=O)NCC1OCCN1S(=O)(=O)c1ccccc1 (stereo not given)
0.5 | -2 | 1 | -5 | 1 | 0 | -2 | 19 | 3 | -2 | Cc1ccccc1CC1(CO)CCCN(Cc2ccc(C#CC(C)(C)O)cc2)C1 (stereo not given)
-0.3 | -1 | -4 | 1 | 0 | 1 | -5 | -4 | 2 | -6 | CCCc1cc(=O)[nH]c(SCC(N)=O)n1
-0.5 | 3 | -11 | 4 | 4 | -18 | -1 | 2 | -3 | 11 | O=C(Nc1nc2ccccc2s1)C1=NN(c2ccccc2)C(=O)CC1
-0.2 | 2 | 3 | 9 | -1 | 5 | -5 | 0 | 4 | 1 | CC(C)(C)C(=O)/C(=C/c1ccc(Cl)cc1)n1cncn1
17* | 9 | 3 | 3 | -5 | 2 | 37* | -10 | -7 | -4 | CC(=O)Nc1ccc2cc3ccc(NC(C)=O)cc3nc2c1
0.5 | -4 | -10 | -2 | -3 | 5 | 3 | -1 | 0 | -3 | COc1cc(Br)c(Br)cc1N
-0.6 | 1 | 3 | -1 | 2 | -7 | 3 | 4 | 2 | 8 | Cc1ccc(N2CC(C(=O)NCCCn3ccnc3)CC2=O)cc1 (stereo not given)
0.2 | -2 | 1 | 6 | -4 | -6 | 2 | -1 | -3 | -3 | CCN(CC)C(=O)c1ccc(-c2ccccc2)cc1
-0.1 | -1 | -5 | 0 | 5 | 5 | 15 | -3 | 9 | -3 | CC(C)(C)c1ccc(-c2csc(NNC3=NCCCCC3)n2)cc1
0.1 | -1 | 5 | 0 | 4 | 10 | 1 | 1 | 9 | 4 | COc1cccc(C(c2c(O)nc(SC)n(C)c2=O)c2c(O)nc(SC)n(C)c2=O)c1
-0.5 | -1 | -7 | -3 | -7 | 7 | 0 | 1 | 4 | 0 | COc1ccc(N2CC(C)Cn3c2nc2c3c(=O)n(CCN3CCOCC3)c(=O)n2C)cc1 (stereo not given)
-1.6 | 1 | -9 | 4 | 7 | 1 | 0 | -3 | -1 | -1 | CCC(=O)Nc1nnc(-c2cccs2)s1
0.4 | -1 | 5 | -1 | -2 | -2 | 2 | 1 | -6 | -3 | O=C(O)CC1(CC(=O)N2CCOCC2)CCCC1
0.2 | 2 | -6 | -1 | 8 | 1 | 1 | -1 | 4 | 1 | CCC(CC)CN1C(N(C)C)=NC[C@@H]1CC(C)C
-4.1 | 2 | 3 | 4 | -5 | 6 | 32* | -3 | 1 | 0 | Nc1cccn2c(-c3ccc(Cl)c(Cl)c3)cnc12
-0.5 | 1 | 4 | -3 | -6 | 7 | 0 | 12 | 0 | 6 | Cc1ccc(C(=O)O/N=C/C2=C(Cl)c3ccccc3CC2)cc1
-0.3 | -3 | 1 | 2 | 9 | 9 | 6 | -1 | 0 | -2 | CC(=O)N1CCN(C(=O)c2ccc(Cl)c(NC(=O)c3cccs3)c2)CC1
-0.1 | -5 | -3 | -7 | -3 | -6 | -1 | -1 | -4 | -1 | COc1ccc(/C=N/NC(=O)Nc2nonc2N)cc1
0.6 | -1 | 5 | 3 | 1 | 10 | 1 | 0 | -1 | -1 | COc1ccc(C2c3ccsc3CCN2C(=O)C(C)(C)C)cc1 (stereo not given)
-0.6 | -3 | 1 | 4 | 2 | -1 | 1 | 12 | 1 | 2 | C=CCN1CCN(c2ccncc2S(=O)(=O)N2CCOCC2)CC1
0.1 | -2 | -3 | -4 | -5 | 0 | 3 | -1 | 2 | 4 | Cc1cc(S(=O)(=O)Nc2ccc(C(=O)NCC3(N(C)C)CCCCC3)cc2)ccc1F
-3.1 | 0 | -9 | -10 | 3 | 3 | 0 | -1 | -3 | -4 | O=C(CC1c2ccccc2C=C(c2ccsc2)N1c1ccc(-c2cccnc2)cc1)C1CC1 (stereo not given)
0.4 | 4 | -7 | -2 | 5 | -2 | 1 | -1 | -4 | -1 | CCOC(=O)[C@]12CCCC=C1N(CCc1ccc(OC)c(OC)c1)C(=O)[C@H](CC(=O)NCc1ccccc1)C2
0.0 | 4 | -3 | -7 | 4 | -4 | -1 | -1 | 0 | 3 | C=CCc1ccc2oc(C(=O)OCC)cc(=O)c2c1O
14* | 0 | 7 | 5 | 1 | 1 | -1 | 3 | 3 | -5 | CN(C(=O)COC(=O)c1ccccc1NCCO)C1CCS(=O)(=O)C1 (stereo not given)
0.1 | 1 | 2 | -2 | -3 | -11 | -3 | 3 | 4 | 0 | CCn1nc(C)cc1C(=O)N1CCCC(N2CCN(Cc3ccc4c(c3)OCO4)CC2)C1 (stereo not given)
51* | -2 | 1 | 2 | 3 | 6 | 22* | -1 | 8 | -2 | COc1ccc(-c2coc3cc(OC(C)=O)ccc3c2=S)cc1
0.1 | 0 | -7 | 5 | 8 | 13 | 1 | 4 | -1 | -4 | Cc1cc(N2CCN(c3cccc(C(F)(F)F)c3)CC2)n2nc(C)nc2n1
0.3 | -3 | 0 | -4 | -3 | 1 | 2 | 19 | 1 | 5 | COc1cccc(-c2oc3c(c2C#CCCO)C(O)CCC3)c1 (stereo not given)
0.6 | -4 | -3 | 7 | 4 | -3 | -4 | 1 | 3 | 0 | COC(=O)[C@@H]1CCCN1C(=O)c1ccc(OC2CCN(Cc3ccccn3)CC2)cc1
0.6 | -5 | 5 | -2 | 0 | -6 | 0 | 5 | 8 | 8 | CCOc1cccc(OCCOCCOc2ccccc2C(C)=O)c1
0.5 | 2 | -9 | -7 | 0 | -5 | -2 | 0 | -3 | 0 | CNc1ncnc2c1ncn2[C@@H]1O[C@H](CO)[C@@H](O)[C@H]1O
0.1 | 0 | -4 | 3 | -1 | 10 | 0 | 6 | 0 | -1 | Cc1ccc(NC(=O)C2CCCN2C(=O)Oc2ccccc2)cc1 (stereo not given)
0.1 | -2 | 2 | 17* | 13 | -1 | 0 | -3 | 0 | -6 | CCCCN(C(=O)c1ccc(Cl)c(S(=O)(=O)N2CCOCC2)c1)c1c(N)n(CCC)c(=O)[nH]c1=O
0.2 | 0 | 0 | -6 | 3 | 0 | 2 | -1 | 2 | 1 | CCCn1c(N2CCN(Cc3ccc(Cl)cc3)CC2)nc2ccccc21
-0.1 | 0 | 8 | -2 | -2 | 9 | 0 | 0 | 0 | -1 | CCCC(CCC(=O)Nc1ccc(C(=O)OCC)cc1)C(=O)O (stereo not given)
0.5 | 0 | -1 | 0 | 5 | -1 | 3 | -2 | 0 | -4 | C=C[C@H](CC(C)C)N(Cc1ccccc1)S(=O)(=O)N(Cc1ccccc1)[C@@H](C=C)CC(C)C
-0.3 | -1 | -2 | -3 | -3 | 11 | 0 | -1 | -3 | 0 | COc1cc(Oc2ccccc2)nc(N)n1
0.2 | -4 | 0 | 1 | -1 | 2 | 1 | -1 | 1 | 0 | O=S(=O)(Nc1ccc(Cl)cn1)c1ccc2c(c1)OCCO2
-0.1 | -1 | -8 | 1 | · | 2 | 3 | -1 | -2 | 1 | COC(=O)[C@]12CCCCC=C1N(Cc1ccc(OC)cc1)C(=O)[C@@H]2CC(=O)N1CCC(c2ccccc2)CC1
0.8 | 3 | -2 | 5 | -4 | -11 | -4 | 0 | 4 | 0 | CN(C(=O)c1ccc(NC(=O)Cc2ccc(NC(=O)C3CCN(C(=O)C4CCCC4)CC3)cc2)cc1)C1CCCC1
-0.2 | 7 | 2 | -1 | 1 | -6 | 4 | -3 | 0 | 1 | COc1ccc(CCCc2n[nH]c(=S)o2)cc1C

Next section:
KLK7 zymogen act | LEDGF integ inh | DDE Tn7 FP inh | DDE Tn6 FP inh | TCR-CD3 inh | TDP2 absorb | PRMT1 FP inh | UHRF1 MBD2 ctr | SIAE inh | MBD2 inh | SMILES
0.4 | 6 | -4 | -4 | -7 | -4 | 1 | 2 | 5 | 1 | Cc1cc(N/N=C/c2ccccc2[N+](=O)[O-])nc(-n2nc(C)cc2C)n1
0.4 | 0 | -6 | -5 | 2 | 11 | -4 | -2 | 14 | -2 | CCCc1[nH]n(-c2ccc([N+](=O)[O-])cc2)c(=O)c1C(C)=NCc1ccncc1
0.3 | -3 | -9 | -4 | -5 | 1 | 10 | 1 | -8 | 1 | Cn1cc(Br)c(C(=O)Nc2sc3c(c2C#N)CCC3)n1
-12 | 5 | -2 | 1 | -8 | -17 | 0 | 9 | -9 | 1 | CCOC(=O)c1c(C)[nH]c(C(=O)COc2ccc3ccc(=O)oc3c2)c1C
-0.3 | -4 | 1 | 2 | 3 | 6 | 2 | -2 | 2 | -3 | Nc1ncnc(Nc2ccccc2Oc2ccccc2)n1
-0.5 | 2 | 0 | 0 | -9 | -18 | 0 | 4 | 4 | 1 | CC(C)NC(=O)C1(C)CSCC(=O)N1Cc1ccco1 (stereo not given)
-0.2 | -1 | 1 | 0 | -6 | 5 | 0 | 5 | -11 | -9 | O=C(NC1=C(Nc2ccc(Cl)cc2)C(=O)c2ccccc2C1=O)c1ccccc1

Quoted from the entries so far, 2 compounds:
KLK7 zymogen act | LEDGF integ inh | DDE Tn7 FP inh | DDE Tn6 FP inh | TCR-CD3 inh | TDP2 absorb | PRMT1 FP inh | UHRF1 MBD2 ctr | SIAE inh | MBD2 inh | SMILES
0.4 | 0 | -6 | -5 | 2 | 11 | -4 | -2 | 14 | -2 | CCCc1[nH]n(-c2ccc([N+](=O)[O-])cc2)c(=O)c1C(C)=NCc1ccncc1
0.3 | -3 | -9 | -4 | -5 | 1 | 10 | 1 | -8 | 1 | Cn1cc(Br)c(C(=O)Nc2sc3c(c2C#N)CCC3)n1
